# SMARCA2 act: increases SMARCA2 function in MMTV reporter cells; MG213 cells, MMTV-luciferase reporter, dexamethasone, overnight; activation, % at 9.1 µM; actives 1% (n = 370,000); AID 652017; in the data active means activation above about 7.8%;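 further: 0% = vehicle wells and 100% = reference activator wells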
# DAX1 inh-1: blocks DAX1 repression of SF-1 activated StAR promoter; HEK293T StAR-luciferase reporter, SF-1/DAX-1 repression relief; inhibition, % at 6.8 µM; actives 1.1% (n = 370,000); AID 652010;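 active means inhibition above the mean over all tested compounds plus 3 SD, cut at about 3.6% in these data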;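 further: 0% = DAX-1 cells with DMSO and 100% = cells lacking DAX-1 with DMSO; higher inhibition means more luminescence from relief of DAX-1 repression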
# ssDAF-12 act: activators of S. stercoralis DAF-12 nuclear receptor. AID 652126. activation, % at 6.8 µM. actives 1% (n = 370,000). HEK293 ssDAF-12/GRIP1 lit1-tk-luc reporter, luminescence; % of 3 µM dafachronic acid response;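 active means activation above the mean over all tested compounds plus 3 SD, cut at about 0.9% in these data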;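 further: 0% = DMSO-only wells and 100% = 3 µM delta7-dafachronic acid wells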
# NR1D1 modulator: modulates human Rev-erb alpha binding to DNA. activity, % at 10 µM. Rev-erbα–FITC-DNA binding, fluorescence polarization, 90 min. AID 1259318. actives 0.79% (n = 370,000);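 active means activity above about 14%, limit read from the data; passing the limit was not always enough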;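 further: 0% = DMSO wells with 35 nM protein and 100% = DMSO wells with 750 nM protein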
# MBD2 inh: inhibitors of human MBD2 binding to methylated oligonucleotide; Q9UBB5; TR-FRET; inhibition, % at 4.4 µM; actives 0.31% (n = 370,000); AID 686964; in the data active means inhibition above about 13%
# hgDAF-12 ag: hgDAF-12 agonism, primary luciferase screen; HEK293 GAL4-hgDAF12 UAS-luciferase reporter, agonist luminescence; normalized to butyrate control; actives 1.8% (n = 370,000); activation, % at 6.8 µM;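 active means activation above a cutoff set at the mean of all screened compounds plus 3 SD, cut at about 10% in these data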;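 further: 0% = DMSO wells and 100% = sodium butyrate wells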
# DAX1 inh-2: NR0B1 (DAX1) inhibition. P51843. HEK293 Gal4-DAX1 luciferase reporter, luminescence. inhibition, % at 6.75 µM. actives 0.99% (n = 340,000). AID 504766;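 active means inhibition above the mean over all tested compounds plus 3 SD, cut at about 4.2% in these data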;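 further: 0% = DAX1-transfected cells with DMSO and 100% = empty-vector control cells with DMSO; inhibition shows as a rise in luminescence from relieved DAX1 repression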
# Target sequence (P51843 207-470 limits assumed): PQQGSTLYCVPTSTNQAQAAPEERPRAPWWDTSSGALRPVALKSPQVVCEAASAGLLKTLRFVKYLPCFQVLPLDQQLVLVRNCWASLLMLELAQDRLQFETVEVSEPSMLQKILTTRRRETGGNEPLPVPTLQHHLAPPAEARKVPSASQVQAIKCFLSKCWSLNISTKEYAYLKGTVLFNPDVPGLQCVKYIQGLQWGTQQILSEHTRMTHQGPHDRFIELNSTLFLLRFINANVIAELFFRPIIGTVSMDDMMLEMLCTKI
# hcDAF-12 act: activates DAF-12 receptor from parasite H. contortus | actives 1.4% (n = 370,000) | HEK293 hcDAF-12 lit1-tk-luc reporter, luminescence; 0% DMSO, 100% Δ7-dafachronic acid | AID 652067 | activation, % at 6.8 µM;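 active means activation above the mean of all tested compounds plus 3 SD, cut at about 5.5% in these data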;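 further: 100% = response to 3 µM Δ7-dafachronic acid high control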
# PLCg1 inh: PLC-gamma1 (human) inhibition, primary screen | P19174 | purified PLC-gamma1, fluorogenic substrate, fluorescence | inhibition, % at 12.2 µM | actives 0.84% (n = 370,000) | AID 720700; in the data active means inhibition above about 9.5%
# ADAM17 inh: inhibitors of human ADAM17; recombinant ADAM17, EDANS/DABCYL FRET peptide cleavage; AID 720648; actives 0.83% (n = 370,000); inhibition, % at 6.95 µM;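 active means inhibition above the mean of compounds lying between control limits plus 3 SD, set per campaign, cut at about 8.5% in these data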;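 further: 0% = DMSO-only wells as the low control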
# Target sequence (P78536 215-824 limits assumed): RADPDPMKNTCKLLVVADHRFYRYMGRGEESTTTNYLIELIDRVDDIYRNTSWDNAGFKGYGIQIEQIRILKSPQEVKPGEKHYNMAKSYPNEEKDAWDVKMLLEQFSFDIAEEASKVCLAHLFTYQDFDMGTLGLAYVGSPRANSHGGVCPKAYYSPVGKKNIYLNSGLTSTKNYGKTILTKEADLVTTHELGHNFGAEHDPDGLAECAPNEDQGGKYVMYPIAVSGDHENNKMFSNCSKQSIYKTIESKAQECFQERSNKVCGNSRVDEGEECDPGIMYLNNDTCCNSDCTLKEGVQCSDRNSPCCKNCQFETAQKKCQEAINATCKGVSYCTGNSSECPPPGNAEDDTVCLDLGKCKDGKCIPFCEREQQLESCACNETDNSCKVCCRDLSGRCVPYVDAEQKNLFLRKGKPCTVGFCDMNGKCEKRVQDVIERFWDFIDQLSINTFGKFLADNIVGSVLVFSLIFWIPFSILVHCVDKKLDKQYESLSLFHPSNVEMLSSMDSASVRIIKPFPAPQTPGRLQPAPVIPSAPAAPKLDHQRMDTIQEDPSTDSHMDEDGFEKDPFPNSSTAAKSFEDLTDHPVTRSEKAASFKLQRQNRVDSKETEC
# PLC-beta3 inh: PLC-beta3 (human) inhibition, primary screen; Q01970; actives 0.18% (n = 370,000); Purified PLC-beta3, fluorogenic substrate, fluorescence; inhibition, % at 12.2 µM; in the data active means inhibition above about 11%;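 further: 0% = median of compound wells on plate and 100% = full blocker control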
# Active calls of the source: *; i = inactive; . = no result given.
SMILES,SMARCA2 act,DAX1 inh-1,ssDAF-12 act,NR1D1 modulator,MBD2 inh,hgDAF-12 ag,DAX1 inh-2,hcDAF-12 act,PLCg1 inh,ADAM17 inh,PLC-beta3 inh
Cc1cccc(CN2CCN(C3CN(Cc4cn(Cc5cccc(C(F)(F)F)c5)nn4)S(=O)(=O)C3)CC2)c1 (centres undefined),-5.4,-3.0,-2.0,-3.5,14.0*,-3.3,.,-0.5,1.1,-3.0,-1.1
CN(C(=S)Nc1ccc(SC(F)F)cc1)c1ccc(O)cc1,-1.7,-0.6,-0.4,2.9,-6.3,2.8,0.0,-1.5,-10.7,-1.9,-10.1
O=C(O)CCCN1C(=O)/C(=C/c2ccc(-c3nc4ccccc4s3)o2)SC1=S,1.5,0.1,-0.9,-6.7,-1.1,1.1,-0.3,0.7,-3.0,-4.2,-9.8
CC(=O)Nc1ccc(N(C(=O)c2ccccn2)C(C(=O)NC2CCCCC2)c2ccc(F)cc2)cc1 (centres undefined),0.5,-0.3,-0.9,1.6,2.1,-0.4,-0.4,-1.6,2.1,-1.9,-3.7
CCOC(=O)CSC1=C(C#N)C(c2ccco2)C(C(=O)Nc2cccc(C(F)(F)F)c2)=C(C)N1 (centres undefined),0.7,-1.0,-2.0,-0.5,-6.5,1.8,-0.5,-0.1,-11.8,1.9,-14.4
Cc1ccc(NC(=O)C2CCCN2C(=O)c2cccs2)cc1C (centres undefined),-1.6,0.3,-0.9,-12.7,-2.4,-2.0,0.7,-1.5,1.6,0.3,-5.4
COC(=O)c1ccc2nc(-c3ccc(F)cc3)c(Cc3ccccc3)n2c1,2.5,1.6,-1.3,2.5,2.4,-0.7,.,2.0,-82.0,-24.2,-107.6
COC(=O)[C@]1(Cc2ccccc2)N[C@H](CN(C)S(=O)(=O)c2ccc(-c3ccccc3)cc2)[C@@H]2C(=O)N(C)C(=O)[C@@H]21,-0.8,-1.4,-0.7,1.5,2.6,-4.8,-2.6,-1.8,1.3,1.3,-0.8
CCN(CC)c1ccc(Nc2nc(Cl)ncc2Br)cc1,0.1,-0.5,-1.5,-1.5,4.4,0.4,-1.3,-2.1,6.0,1.9,-4.5
COc1ccc(CC(=O)OCC(=O)NC(=O)NC23CC4CC(CC(C4)C2)C3)cc1,-1.4,0.0,-1.4,-5.2,2.2,-0.4,0.1,-0.9,2.6,2.2,-1.3
COc1ccc(Cl)cc1-c1nc(SCC(=O)NCCN2C(=O)CSC2=O)n[nH]1,-2.6,0.0,-0.7,-1.4,-5.8,2.1,-0.3,-1.3,2.5,0.4,3.8
COc1ccc(C(=O)Nc2cc(C)c(NC(=O)c3ccccn3)cn2)cc1,3.1,-0.1,-0.7,-7.5,0.1,8.3,-1.0,1.0,0.5,-3.2,7.3
CCc1ccc(NC(=O)CNC(=O)[C@@H]2Cc3ccccc3CN2)cc1,-3.0,0.3,-0.2,-1.6,-6.2,3.8,-0.2,1.1,3.8,4.3,-7.0
COc1cc(NC(=O)c2cccc(C)c2)c(Cl)cc1[N+](=O)[O-],0.3,-1.6,-0.6,-6.3,-0.3,2.1,-0.5,-3.4,-0.1,-0.9,3.1
COc1cccc(CNC(=O)C2CCN(S(=O)(=O)c3ccc4c(c3)C(C)(C)C(=O)N4C)CC2)c1,-2.8,-0.3,-1.6,7.8,-2.6,-0.4,.,-0.2,0.3,-2.2,0.6
CCn1cc(C(=O)NCc2ccc3c(c2)OCO3)c2cc(OC)c(OC)cc2c1=O,-1.9,-0.6,-0.9,0.5,-4.3,-0.9,1.4,-1.4,4.0,-6.0,2.9
N/C(=N\NC(=O)c1ccc(Cl)cc1)c1cnccn1,-1.9,0.8,-0.7,-2.2,-0.4,4.8,3.4,4.9,4.7,0.7,-5.6
Cn1cc(S(=O)(=O)N2CCC(Cc3ccccc3)CC2)c(=O)n(C)c1=O,-0.9,-0.4,-0.8,1.9,1.9,-2.0,0.1,-1.2,-2.0,-4.3,-2.0
COC(=O)N/C(C)=C1/NC(=O)c2ccccc2C(c2ccccc2)N1 (centres undefined),-0.3,0.0,-1.0,-2.5,1.3,-1.3,0.6,-0.8,0.4,1.0,1.7
CCOCCCNC(=O)c1cn(C)c(=O)c2cc(OC)c(OC)cc12,1.8,0.8,-1.1,0.2,-6.4,-0.3,-0.2,-1.6,2.8,-0.6,5.1
CCNc1cccc2c1C(=O)N(C)C2=O,7.8*,-0.6,-0.8,6.9,-8.1,0.6,-0.1,0.1,-112.1,-0.3,-119.4
O=c1oc2cc(O)c(Cl)cc2c2ccccc12,-1.8,1.4,-0.7,-2.2,0.6,3.3,0.2,2.9,i,0.0,i
C#CCN(Cc1ccco1)C(=O)c1nnc2c3cc(OC)ccc3n(S(=O)(=O)c3ccc(OC)cc3)c2n1,-2.2,0.6,-0.3,-17.9,26.2*,3.4,.,0.4,-82.7,-10.6,-113.1
Cc1ccc(S(=O)(=O)N2CCCN(C(=O)CNC(=O)c3ccccc3)CC2)cc1,-0.9,-0.7,-1.3,-9.5,1.6,-1.4,-0.7,-0.4,4.1,-0.4,4.3
COc1ccccc1Cc1c(-c2ccc(Cl)cc2)nc2c(C)cc(Br)cn12,-6.3,-3.4,-0.1,0.5,3.8,3.1,.,3.6,-2.7,-3.9,-11.6
c1cncc(-c2nc(NCc3ccco3)c3ccccc3n2)c1,-0.5,-1.0,-0.4,-3.3,1.7,1.1,-0.3,1.4,-6.0,-3.8,-6.5
O=C(ONC(=O)C1C2C=CC(C2)C1C(=O)NOC(=O)c1ccccc1)c1ccccc1 (centres undefined),1.3,-2.5,-1.6,-4.2,-0.8,-3.0,-2.3,-1.4,-0.3,0.9,4.3
CC(CCO)Nc1nc2c([nH]1)c(=O)n(C)c(=O)n2C (centres undefined),6.6,0.5,-0.8,4.8,2.9,3.6,0.9,0.3,4.3,-2.6,-1.3
O=C(Nc1nccs1)c1nc(-c2ccccc2)n(-c2ccccc2)n1,-3.5,-0.1,0.0,13.4,-0.6,-1.7,0.0,-1.7,3.0,3.9,0.8
O=C1CN(C(=O)/C=C/c2ccc(Br)cc2)CCN1,-0.3,0.0,-1.2,-3.4,-3.5,3.5,0.5,0.7,-1.4,1.2,3.5
CCN(CC(=O)Nc1cc(Cl)ccc1C)C(=O)C1COc2ccccc2O1 (centres undefined),-0.9,-1.4,-1.2,-0.1,-4.8,-2.5,1.1,-1.0,1.0,-0.1,-7.7
NCCCn1cnc2ccccc21,-1.0,-0.1,-1.2,-0.8,-1.9,0.4,-0.1,-0.2,-3.9,0.8,-3.4
O=C(CCNC(=O)c1ccccc1Cl)Nc1nc2ccccc2[nH]1,-1.7,0.2,-0.7,-5.6,-2.5,1.5,0.6,1.6,0.6,-0.8,1.7
Cc1ccccc1C(=O)N1CCN(c2nc(N3CCOCC3)nc(N3CCOCC3)n2)CC1,-1.0,0.2,-1.2,2.2,-1.9,1.6,-0.1,-0.9,5.0,1.6,2.0
O=C(Nc1ccc(Oc2ccccc2)cc1)N[C@@H](Cc1ccccc1)C(=O)O,-3.2,0.1,-1.3,-1.7,2.8,-1.7,-0.8,-1.4,1.6,-3.6,-19.8
NC(=O)[C@@H]1CCCN1Cc1nc(Cc2cccc(C(F)(F)F)c2)no1,-2.1,-0.8,-1.1,-5.8,-1.3,-2.4,-0.3,-1.9,0.6,-1.8,1.7
O=C(Nc1nnc(-c2ccccc2)o1)Nc1ccc(F)cc1F,-3.1,-0.1,-1.9,0.3,5.7,9.7,0.9,-0.8,-2.2,-6.3,-2.4
Cc1ccc2cc(CCNC(=O)c3ccco3)c(=O)[nH]c2c1C,7.7,4.4*,-0.5,0.3,-1.4,12.9*,2.6,6.5*,-2.8,-9.3,-2.7
COc1cccc(NC(=O)CN(C2=NC3CS(=O)(=O)CC3S2)c2cccc(C)c2)c1 (centres undefined),7.0,-0.2,1.2*,-0.3,-3.5,0.5,0.2,0.2,0.0,-1.2,5.9
Cn1nc(-c2ccccc2)c(C(O)c2ccc(Cl)cc2)c1Cl (centres undefined),3.6,-0.8,-1.4,-4.9,-2.2,-0.8,1.3,-1.3,1.5,0.1,4.9
O=C(Cn1cc([N+](=O)[O-])cn1)Nc1nc2ccccc2s1,0.4,-0.2,-0.8,-0.4,0.1,0.9,-1.9,2.1,2.4,-2.4,2.0
O=[N+]([O-])c1ccc(/C=C/C2=NN(c3ccccc3)C(c3ccco3)C2)o1 (centres undefined),-3.2,-0.9,-1.1,-9.7,-4.1,2.0,-0.1,-0.1,-27.6,-6.7,-41.3
CCC(=O)N1CCC(C)(C(=O)NCc2ccc(F)cc2)C1 (centres undefined),-0.5,1.4,-1.1,-3.3,0.7,4.1,.,-1.3,-2.2,-3.8,0.7
CCC(C)(C(=O)NC1CCCCC1)N(Cc1ccco1)C(=O)c1ccccn1 (centres undefined),0.0,-0.1,0.4,5.3,-0.6,5.6,2.5,-0.5,0.1,-4.2,1.1
CN1CCN(c2nc(-c3ccc(Cl)cc3)cc(=O)[nH]2)CC1,-1.4,-0.7,-1.4,-8.8,2.5,-2.2,2.1,-1.8,0.6,-5.5,-4.9

# Already shown: 2 of the compounds above.
SMILES,SMARCA2 act,DAX1 inh-1,ssDAF-12 act,NR1D1 modulator,MBD2 inh,hgDAF-12 ag,DAX1 inh-2,hcDAF-12 act,PLCg1 inh,ADAM17 inh,PLC-beta3 inh
CCN(CC(=O)Nc1cc(Cl)ccc1C)C(=O)C1COc2ccccc2O1 (centres undefined),-0.9,-1.4,-1.2,-0.1,-4.8,-2.5,1.1,-1.0,1.0,-0.1,-7.7
NCCCn1cnc2ccccc21,-1.0,-0.1,-1.2,-0.8,-1.9,0.4,-0.1,-0.2,-3.9,0.8,-3.4

# The listing continues.
SMILES,SMARCA2 act,DAX1 inh-1,ssDAF-12 act,NR1D1 modulator,MBD2 inh,hgDAF-12 ag,DAX1 inh-2,hcDAF-12 act,PLCg1 inh,ADAM17 inh,PLC-beta3 inh
Cc1no[n+]([O-])c1COc1ccc(/C=C2\NC(=S)NC2=O)cc1,3.0,-0.8,-0.7,-4.1,2.3,2.5,0.6,0.6,-28.6,-4.9,-51.7
N#Cc1ccc(C(CC(=O)O)N2Cc3ccccc3C2=O)cc1 (centres undefined),-0.2,0.1,-1.1,1.9,1.2,-1.1,0.6,-0.7,0.7,-1.1,-4.7
CN(C(=O)CNC(=O)c1ccccc1OCC(=O)Nc1ccc(Br)cc1)c1ccccc1,0.0,-3.3,-2.0,5.5,-3.1,1.2,.,-2.9,2.2,6.5,3.7
COc1cc(C(=O)NCCC(=O)NCc2c(F)cc(F)cc2F)cc(OC)c1OC,0.0,0.2,-0.5,4.3,-0.3,-0.6,0.8,-2.5,0.1,-2.3,-3.0
CN(C)c1nc(SCCOC(=O)COc2ccc(Cl)cc2Cl)nc(N(C)C)n1,4.6,-0.3,-1.2,8.5,1.6,-1.4,1.4,1.6,9.9*,4.7,2.4
COc1ccc(N(CC(=O)N2CCN(c3ccccc3F)CC2)S(=O)(=O)c2ccc(C)cc2)cc1,-2.2,2.2,-0.3,8.4,5.5,-1.0,0.2,2.8,-0.3,-4.0,-11.7

# Only SMARCA2 act and PLCg1 inh, for three of the compounds above:
smiles,SMARCA2 act,PLCg1 inh
COc1cc(C(=O)NCCC(=O)NCc2c(F)cc(F)cc2F)cc(OC)c1OC,0.0,0.1
CN(C)c1nc(SCCOC(=O)COc2ccc(Cl)cc2Cl)nc(N(C)C)n1,4.6,9.9*
COc1ccc(N(CC(=O)N2CCN(c3ccccc3F)CC2)S(=O)(=O)c2ccc(C)cc2)cc1,-2.2,-0.3
